TDP1 cell CPT – qHTS for Inhibitors of human tyrosyl-DNA phosphodiesterase 1 (TDP1): qHTS in cells in presence of CPT. chicken DT40 Tdp1-/-;hTDP1 cells + 20 nM CPT, ATP luminescence, 48 h. Potency, µM (doses to about 46.2 µM), without a hit: at the highest dose activity change, negative = growth inhibition, actives largely listed as inhibitors. 420,000 tested, 12% active; note: nearly all actives have a fitted effect of over 55% in size
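Chicken DT40 Tdp1-/- cells stably complemented with human TDP1 were seeded at 400 cells/well in medium containing 20 nM camptothecin, exposed to pin-transferred compounds, and grown at 37 °C for at least 48 hr. Viability was read as ATP luminescence.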
KAT2A inh – qHTS Assay for Inhibitors of GCN5L2 | Histone acetyltransferase KAT2A (Homo sapiens), Q92830 | GCN5L2 HAT assay, ThioGlo1 CoA-SH fluorescence | Potency, µM (top dose mostly 58.9 µM), for inactives: at the top dose activity change, negative = inhibition, hits mostly inhibitors | 390,000 tested, 0.21% active | AID 504327, 2011
Target sequence (Q92830 whole entry, looked up): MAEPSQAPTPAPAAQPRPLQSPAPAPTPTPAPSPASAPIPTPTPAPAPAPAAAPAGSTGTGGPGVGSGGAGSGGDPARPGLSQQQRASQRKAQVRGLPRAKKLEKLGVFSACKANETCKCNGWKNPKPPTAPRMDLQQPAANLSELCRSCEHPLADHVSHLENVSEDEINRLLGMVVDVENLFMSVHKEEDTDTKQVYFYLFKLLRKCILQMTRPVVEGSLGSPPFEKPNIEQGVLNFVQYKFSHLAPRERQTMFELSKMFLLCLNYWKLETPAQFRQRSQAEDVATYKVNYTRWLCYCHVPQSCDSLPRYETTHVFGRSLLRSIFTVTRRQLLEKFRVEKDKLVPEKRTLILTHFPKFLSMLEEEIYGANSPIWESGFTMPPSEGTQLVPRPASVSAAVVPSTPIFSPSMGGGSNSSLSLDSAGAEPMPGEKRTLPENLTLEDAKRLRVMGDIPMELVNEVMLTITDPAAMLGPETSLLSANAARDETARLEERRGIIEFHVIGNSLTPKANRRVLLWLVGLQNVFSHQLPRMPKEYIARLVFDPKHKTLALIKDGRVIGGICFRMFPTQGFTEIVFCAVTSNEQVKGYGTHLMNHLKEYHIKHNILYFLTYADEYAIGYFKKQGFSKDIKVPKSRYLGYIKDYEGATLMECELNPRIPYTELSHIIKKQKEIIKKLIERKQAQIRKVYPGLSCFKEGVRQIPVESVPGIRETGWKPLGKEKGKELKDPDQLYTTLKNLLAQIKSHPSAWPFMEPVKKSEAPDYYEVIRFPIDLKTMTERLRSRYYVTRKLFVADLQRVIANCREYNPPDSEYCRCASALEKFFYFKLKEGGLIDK
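Preincubate 20nM GCN5L2 with compound 15 min, RT → add 50uM ThioGlo1 + 75uM H3(1-25) + 70uM acetyl-CoA → read fluorescence 0 and 20 min. Primary qHTS; fluorescent artifacts likely.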
TDP1 cell noCPT – qHTS for Inhibitors of human tyrosyl-DNA phosphodiesterase 1 (TDP1): qHTS in cells in absence of CPT; DT40 Tdp1-/- hTDP1 cells, no CPT, ATP luminescence, 48 h; 420,000 tested, 15% active; Potency, µM (doses to about 46.2 µM), without a hit: at the highest dose activity change, negative = growth inhibition, usual class: inhibitors; note: nearly all actives have a fitted effect of over 55% in size
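A cellular qHTS used chicken DT40 cells lacking endogenous Tdp1 but carrying stably transfected human TDP1. Compounds were applied without camptothecin, and cell growth kinetics were judged by ATP-dependent luminescence after ≥48 hr.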
* marks the source's active call; other numbers are inactive results; ? = inconclusive; . = no result given; & = joins results of further samples; [ ] = dose if it differs, or a comment. Calls come from the whole dose curve; as a rule, active = well fitted curve in the direction sought with a large enough effect; inconclusive = small, poorly fitted or top-dose-only effect, or another doubt; inactive = no such curve, though single readings can be large; an effect the other way counts as inactive or inconclusive. % is set by controls: 0 for no effect and ±100 for the full control effect; potency is the fitted concentration of half-maximal effect.

SMILES	TDP1 cell CPT	KAT2A inh	TDP1 cell noCPT
Cc1ccc(NC(=O)CCCOc2ccccc2)cc1S(=O)(=O)N1CCOCC1	?	-19%	?
Cc1ccc(NCc2cccnc2)cc1	-11%	-6%	-23%
CC(C)(C)CNC(=O)c1cccc2c1C(=O)c1ccc(-c3cc4ccccc4o3)cc1S2(=O)=O	16µM*	-4%	?
C/C(CC(=O)Nc1ccc(C)c(Cl)c1)=N\NC(=O)Cc1cccs1	-26%	8%	-10%
Cc1ccc(C(=O)NC(=S)Nc2cc(C(F)(F)F)ccc2Cl)cc1	4%	6%	-24%
Cc1ccc(S(=O)(=O)N2CCCN(S(=O)(=O)c3ccc(C)c(C)c3)CC2)cc1C	23µM*	-4%	18µM*
CCN1C(=O)S/C(=C\c2ccc(N3CCOCC3)cc2C)C1=O	15µM*	-8%	16µM*
COC(=O)CN1C(=O)N/C(=C/c2cc(OC)c(OC)cc2C)C1=O	-7%	-14%	-3%
CC(=O)c1ccc(OCC(=O)Nc2cccc(S(=O)(=O)N3CCCC3)c2)cc1	8.2µM*	2%	9.2µM*
CC(=O)NC(Cc1ccc(I)cc1)C(=O)NCC(N)C(=O)c1ccccc1 (stereo unspecified)	?	.	?
COc1ccc(C(=O)N(C)CCCC2CCCC2)cc1OC1CCN(C(C)C)CC1	?	2%	?
COc1cc2c(cc1CNC[C@H]1O[C@@H](n3ccc(N)nc3=O)[C@H](O)[C@@H]1O)OCO2	-2%	.	-11%
Cc1ccc(OC(=O)c2ccc([N+](=O)[O-])cc2Cl)cn1	-4%	1%	0%
CCn1cc(S(=O)(=O)c2cc(C)cc(C)c2)c(=O)c2cc(F)c(N3CCCCC3)cc21	?	-11%	21µM*
CN(C)S(=O)(=O)c1ccc(NC(=O)N2CCOCC2)cc1	-6%	-1%	-21%
CC1=CCC[C@@H]2[C@@](C)(CC/C(C)=C/C(=O)O)[C@H](C)CC[C@@]12C	-25%	-28%	-17%
COc1cc(C2=NOC(C(=O)NCc3ccco3)C2)cc(OC)c1OC (stereo unspecified)	4.1µM*	?	3.3µM*
CC(C)CCNC(=O)c1cc2c(=O)[nH]c3ccccc3c2s1	?	-1%	?
COc1ccc(NS(=O)(=O)c2ccc(NC(=S)NC(=O)c3cccc(F)c3)cc2)nn1	-9%	1%	-1%
O=C(Cc1ccccc1)NNC(=O)C1CC=CCC1 (stereo unspecified)	-7%	-1%	-3%
Cc1nn(-c2ccccc2)c2sc(C(=O)N(CC(=O)NC(C)(C)C)Cc3ccco3)cc12	?	-10%	?
CNc1snc(C)c1C(=O)OC(C)C(=O)Nc1cccc(OC)c1 (stereo unspecified)	-30%	1%	?
CCCN(CC(=O)Nc1ccccc1C)C(=O)c1cccc(S(=O)(=O)N2CCN(c3ccccc3)CC2)c1	?	-13%	?
O=[N+]([O-])c1ccc(O)c(/C=N/Nc2ccccn2)c1	1.3µM*	-7%	1.5µM*

A section taken from the entries so far, for reference:
SMILES	TDP1 cell CPT	KAT2A inh	TDP1 cell noCPT
Cc1nn(-c2ccccc2)c2sc(C(=O)N(CC(=O)NC(C)(C)C)Cc3ccco3)cc12	?	-10%	?
CNc1snc(C)c1C(=O)OC(C)C(=O)Nc1cccc(OC)c1 (stereo unspecified)	-30%	1%	?
CCCN(CC(=O)Nc1ccccc1C)C(=O)c1cccc(S(=O)(=O)N2CCN(c3ccccc3)CC2)c1	?	-13%	?

Next section:
SMILES	TDP1 cell CPT	KAT2A inh	TDP1 cell noCPT
CC12CCC(=O)N1C(C(=O)Nc1ccc(Cl)c(S(=O)(=O)N3CCCCC3)c1)CS2 (stereo unspecified)	?	-1%	?
C[C@@H](C(=O)N1CCNCC1)n1cc(CCCN=C(N)N)nn1	-4%	1%	-16%
CCCCOC(=O)CSc1nnc(N)s1	-14%	3%	-11%
COc1cccc(C=NNC(=O)C(C)SC(C)C(=O)NN=Cc2cccc(OC)c2)c1 (stereo unspecified)	-2%	.	?
COc1ccc2oc(-c3cccc(NC(=O)CSc4ccc(Cl)cc4)c3)nc2c1	21µM*	36%[activator]	?
NC(=O)CSc1nc2ccccc2c(=O)n1-c1ccccc1	2%	-9%	10%
O=C(NCC1CCCO1)c1cccc(S(=O)(=O)Nc2ccccc2Cl)c1 (stereo unspecified)	-21%	.	-13%
Cc1ccc(C(=O)NC(=S)N2CC(C)OC(C)C2)cc1[N+](=O)[O-] (stereo unspecified)	?	15%	?
Cc1ccc(S(=O)(=O)c2c(C)nn(C(C)(C)C)c2OC(=O)c2cccs2)cc1	-9%	-15%	-23%
COc1cccc(C(=O)/C=C/Nc2ccc(S(=O)(=O)Nc3ncccn3)cc2)c1	-14%	-7%	?
CCCCNC(=O)C1(C)CCN1C(=O)c1cccnc1Oc1ccccc1 (stereo unspecified)	0%	.	-4%
CC1(C)CC(NC(=O)C2CCN(S(=O)(=O)c3ccc(Cl)c(C(F)(F)F)c3)CC2)CC(C)(C)N1	?	.	?
C=CCOCCN1C(=O)C2C3C=CC(C2C1=O)C1C2C(=O)N(CCOCC=C)C(=O)C2C31 (stereo unspecified)	3%	-4%	-4%
CN(C)S(=O)(=O)Oc1ccccc1C(=O)Nc1ccc(F)cc1F	53%	-13%	0%
O=C(Nc1ccccc1NC(=O)C1CCCO1)c1ccco1 (stereo unspecified)	19%	19%	0%
COc1cc(NC(=O)COc2ccc(-n3cnnn3)cc2)c(OC)cc1Cl	-28%	-5%	-21%
Cc1ccc2nc(N3CCN(C(=O)c4cccs4)CC3)c(C#N)cc2c1	21µM*	-12%	15µM*
CC(=O)c1cccc(NS(=O)(=O)c2ccc(N/C=C/C(=O)c3ccc(F)cc3)cc2)c1	12µM*	-19%	18µM*
Cc1oc2cc3oc(=O)c(CCC(=O)NC4CC4)c(C)c3cc2c1C	5.8µM*	-12%	9.2µM*
S=C(NCc1ccccc1)NCc1ccc(Cl)cc1	?	1%	-18%
CCOc1ccc(-c2ccc(SCC(=O)NCC3CCCO3)nn2)cc1 (stereo unspecified)	-1%	-3%	-15%
Cc1ccc(S(=O)(=O)N2CCCCC2)cc1NC(=O)CSc1nnc(N)s1	-17%	0%	-10%
O=[N+]([O-])c1ccc2c(c1)[nH]c(=S)n2-c1ccccc1	-29%	-12%	-14%
CC1(C)C(=O)Nc2ccccc2N1C(=O)CN1C(=O)c2ccccc2C1=O	-10%	-3%	-20%

Single records (already shown). Order of values: TDP1 cell CPT	KAT2A inh	TDP1 cell noCPT
`Cc1ccc(S(=O)(=O)N2CCCN(S(=O)(=O)c3ccc(C)c(C)c3)CC2)cc1C` reads 23µM*	-4%	18µM*
`COC(=O)CN1C(=O)N/C(=C/c2cc(OC)c(OC)cc2C)C1=O` reads -7%	-14%	-3%
`COc1ccc(C(=O)N(C)CCCC2CCCC2)cc1OC1CCN(C(C)C)CC1` reads ?	2%	?
`COc1cc2c(cc1CNC[C@H]1O[C@@H](n3ccc(N)nc3=O)[C@H](O)[C@@H]1O)OCO2` reads -2%	.	-11%
`Cc1ccc2nc(N3CCN(C(=O)c4cccs4)CC3)c(C#N)cc2c1` reads 21µM*	-12%	15µM*

(list continues)
SMILES	TDP1 cell CPT	KAT2A inh	TDP1 cell noCPT
Cc1sc(NC(=S)NC(=O)c2ccc(C(C)(C)C)cc2)c(C#N)c1C	?	-3%	-21%
CN1CCN(C(CNC(=O)C(=O)Nc2cccc(Cl)c2)c2ccc3c(c2)OCO3)CC1 (stereo unspecified)	?	-1%	?
Cc1ccc(S(=O)(=O)NCC(=O)N(CCc2ccccc2)CC(=O)NCc2ccco2)cc1	0%	4%	6%
O=C(Nc1cccc(CCc2ccccn2)c1)c1cc(F)c(F)cc1Cl	28%	-5%	?
O=S(=O)(c1ccc(OC(F)(F)F)cc1)N1CCC(O)(c2cccc(C(F)(F)F)c2)CC1	?	-16%	?
NC(=O)C1CCN(C(=O)CCC(=O)c2ccc(F)cc2)CC1	-4%	-2%	-20%
CN(Cc1ccccc1)C(=O)CCSc1nc(-c2ccc3c(c2)OCO3)cc(C(F)(F)F)n1	?	-2%	18µM*
COCCN(C(=O)COC(=O)c1cccc2ccccc12)c1c(N)n(Cc2ccccc2)c(=O)[nH]c1=O	-25%	-3%	8%
Cc1cc(N2CCOCC2)nc2ccc(NC(=S)NCCC(C)C)cc12	18µM*	-24%	21µM*
CN1C(=O)C(C)(C)c2cc(S(=O)(=O)N3CCC(C(=O)Nc4ccc(Cl)cc4)CC3)ccc21	-20%	0%	-21%
CC(=O)NC1=NN(C(C)=O)C(C)(c2ccc(Br)cc2)S1 (stereo unspecified)	-20%	-6%	?
O=C(NCCOc1ccccc1)c1ccc2n[nH]nc2c1	3%	-6%	-1%
COc1ccc(CNc2nc3ccccc3n2CCN2CCOCC2)cc1	-21%	-4%	21µM*
Clc1ccc(SCCCCN2CCNCC2)cc1	21µM*	-5%	18µM*
CC(=O)Nc1nc(C)c(-c2csc(Nc3cccc(C(C)=O)c3)n2)s1	3.3µM*	12%	5.2µM*
CCN(CC)CCCNC(=O)Cn1cc2c(n1)CCC(C)C2 (stereo unspecified)	13%	-1%	-9%
O=C(Nc1ccc(-c2nc3ccccc3[nH]2)cc1)c1ccc(N2C(=O)CCC2=O)cc1	7%	0%	-1%
NS(=O)(=O)c1cc2c(cc1Cl)NC(C1CC3C=CC1C3)NS2(=O)=O (stereo unspecified)	-2%&-12%	-27%&-14%	-1%&17%
C=C1CCC[C@]2(C)C[C@H]3OC(=O)C(CNC(C)CCCC(C)C)[C@H]3CC12 (stereo partly specified)	?	-9%	21µM*
COc1ccc(N(CC(=O)NCCc2ccc(S(N)(=O)=O)cc2)S(=O)(=O)c2c(C)noc2C)cc1	-5%	1%	4%
CC1CCCCN1CCCNc1ccc(C(CC(N)=O)NC(=O)Cc2ccc(Cl)cc2)cc1[N+](=O)[O-] (stereo unspecified)	1%	1%	0%
O=C(CN(c1ccccn1)S(=O)(=O)c1ccccc1)Nc1ccccc1	0%	-2%	7%
O=C(Nc1nc2n(n1)C(c1ccccc1)C=C(c1ccccc1)N2)c1ccccc1 (stereo unspecified)	16µM*	-15%	18µM*
CN(C)c1ccc(C(=O)c2ccccc2C(=O)O)c(O)c1	-6%	-21%	-8%
CC(=O)Nc1nc(CC(=O)c2ccccc2)cs1	-2%	2%	-10%

Some of the compounds tested; count on the stated rates, not on these rows.
